JMJD2A Tudor: JMJD2A Tudor domain (human) inhibition; O75164; AlphaScreen JMJD2A-Tudor / H3K4me3 peptide binding; Potency, µM (titrated, usually from 114 µM), for the others: at the top dose activity change, negative = inhibition, hits mostly inhibitors; 390,000 tested, 4.4% active; AID 504339; also: % is scaled to controls: 0 for no effect and ±100 for the full control effect; nearly all actives have a fitted effect of over 50% in size
Pin1 inhibitor: human Pin1 inhibition. Q13526. Pin1 FP peptide displacement, HiFluor488, 10 min. Potency, µM (highest dose often 115 µM), inactives show top-dose activity, negative = inhibition, actives largely listed as inhibitors. 390,000 tested, 0.009% active. AID 504891; active = well fitted inhibition curve with a large enough effect in the polarisation, with a control signal flat, not every such curve was filed as active; inconclusive = small, poorly fitted or top-dose-only effect, or effect the other way, or a change in a side signal; inactive = no such curve, though single readings can be large or run the other way; the % refers to the polarisation; also: % is scaled to controls: 0 for no effect and ±100 for the full control effect
Target sequence (Q13526 whole entry, looked up): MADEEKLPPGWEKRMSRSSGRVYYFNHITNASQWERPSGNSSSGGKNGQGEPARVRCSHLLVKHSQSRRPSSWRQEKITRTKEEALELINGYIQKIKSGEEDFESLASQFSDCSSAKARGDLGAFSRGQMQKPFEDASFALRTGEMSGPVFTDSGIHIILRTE
HP1b binding inh: blocks HP1-beta chromodomain binding to methylated histone tails; Potency, µM (top dose mostly 114 µM), for the others: top-dose activity change, negative = inhibition, usual class: inhibitors; AlphaScreen HP1-beta / biotin-H3K9me3 peptide binding; 390,000 tested, 0.56% active; also: nearly all actives have a fitted effect of over 70% in size; inactives centre near 23
Target sequence (P83916 whole entry, looked up): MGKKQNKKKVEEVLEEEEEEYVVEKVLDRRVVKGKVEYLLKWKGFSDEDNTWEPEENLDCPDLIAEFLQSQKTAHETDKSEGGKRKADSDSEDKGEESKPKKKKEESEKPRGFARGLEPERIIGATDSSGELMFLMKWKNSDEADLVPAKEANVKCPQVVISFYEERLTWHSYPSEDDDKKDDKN
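Compound inhibition of the preformed complex between 50 nM HP1-beta and 50 nM biotinylated H3K9me3 peptide was read by AlphaScreen. Buffer was PBS pH 7.4 with 0.01% Tween-20. Incubations ran 30 min at room temperature, with 10 ug/mL donor/acceptor beads.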
BLM inh: inhibitors of human Bloom syndrome helicase BLM; Potency, µM (top dose mostly 56.1 µM), for inactives: at the top dose activity change, negative = inhibition, usual class: inhibitors; P54132; 350,000 tested, 0.2% active; recombinant BLM DNA unwinding, fluorescence dequenching; AID 2528;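 also: plate controls were vehicle for no effect and no enzyme for full effect; nearly all actives have a fitted effect of over 35% in size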
GLS inhibitor: blocks human kidney-isoform glutaminase activity; GLS enzymatic activity, qHTS titration; Potency, µM (top dose mostly 45.5 µM), inactives show top-dose activity change, negative = inhibition, actives largely listed as inhibitors; 410,000 tested, 0.21% active; AID 624170; also: % is scaled to controls: 0 for no effect and ±100 for the full control effect
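Compounds were pin-transferred onto hKGA, after which L-glutamine (1 mM solution) and a detection mix of glutamate oxidase, HRP and Amplex Red were added. Initial and 30 min RT fluorescence reads were collected.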
PGK inhibitor: T. brucei PGK inhibition. P07378. PGK/GAPDH coupled, Kinase-Glo luminescence, 60 min. Potency, µM (highest dose often 57.5 µM), inactives show at the top dose activity change, negative = inhibition, usual class: inhibitors. 380,000 tested, 0.043% active; also: % is scaled to controls: 0 for no effect and ±100 for the full control effect; nearly all actives have a fitted effect of over 60% in size
Target sequence (P07378 whole entry, looked up): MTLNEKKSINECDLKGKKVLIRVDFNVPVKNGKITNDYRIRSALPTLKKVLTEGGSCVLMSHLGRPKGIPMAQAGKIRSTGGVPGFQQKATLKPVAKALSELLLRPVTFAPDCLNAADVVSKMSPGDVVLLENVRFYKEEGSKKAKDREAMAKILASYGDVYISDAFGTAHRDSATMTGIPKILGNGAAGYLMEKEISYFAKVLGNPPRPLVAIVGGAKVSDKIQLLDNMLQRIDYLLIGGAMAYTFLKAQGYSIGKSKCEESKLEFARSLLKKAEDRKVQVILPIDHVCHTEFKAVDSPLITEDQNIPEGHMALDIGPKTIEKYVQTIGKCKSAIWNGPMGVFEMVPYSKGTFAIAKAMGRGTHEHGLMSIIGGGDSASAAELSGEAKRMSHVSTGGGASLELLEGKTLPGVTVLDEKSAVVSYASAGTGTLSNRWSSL
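Luminescent ATP detection (Kinase-Glo Plus) follows a 60-minute room-temperature incubation, with wells lacking PGK as controls. Buffer: 100 mM TEA (pH 7.6), 5 mM MgCl2, 0.01% Tween-20. Coupling enzyme GAPDH (100 nM final) supplies unstable 1,3-BPG in-well.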
BAZ2B block: BAZ2B (human) inhibition; Q9UIF8; AlphaScreen BAZ2B-H3K14Ac peptide displacement; Potency, µM (highest dose often 114 µM), for inactives: top-dose activity change, negative = inhibition, hits mostly inhibitors; 360,000 tested, 4.4% active; also: % is scaled to controls: 0 for no effect and ±100 for the full control effect; nearly all actives have a fitted effect of over 60% in size
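Complex of BAZ2B and biotin-H3K14Ac (50 nM apiece) forms over 30 min at RT, then faces library compounds up to 110 uM for another 30 min; AlphaScreen beads added, 20 min dark incubation, luminescence read.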
Pol iota inh: DNA polymerase iota (human) inhibition; Q9UNA4; AID 588590; Pol iota fluorescent replication assay, 10 min; 390,000 tested, 1% active; Potency, µM (series often up to 115 µM), for the others: at the highest dose activity, negative = inhibition, usual class: inhibitors
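Pol iota at 10 nM preincubated 15 min with compounds at room temperature; reaction started with fluorescent substrate, 50 nM final. Fluorescence read kinetically at 0 and 10 min; buffer-only wells as negative control.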
G9a block: blocks human histone lysine methyltransferase G9a | Q96KQ7 | G9a H3K9 monomethylation, AlphaScreen, 2 h | Potency, µM (highest dose often 102 µM), without a hit: at the top dose activity, negative = inhibition, usual class: inhibitors | 350,000 tested, 8.8% active | AID 504332; also: % is scaled to controls: 0 for no effect and ±100 for the full control effect; nearly all actives have a fitted effect of over 75% in size
Target sequence (Q96KQ7 913-1193 limits assumed): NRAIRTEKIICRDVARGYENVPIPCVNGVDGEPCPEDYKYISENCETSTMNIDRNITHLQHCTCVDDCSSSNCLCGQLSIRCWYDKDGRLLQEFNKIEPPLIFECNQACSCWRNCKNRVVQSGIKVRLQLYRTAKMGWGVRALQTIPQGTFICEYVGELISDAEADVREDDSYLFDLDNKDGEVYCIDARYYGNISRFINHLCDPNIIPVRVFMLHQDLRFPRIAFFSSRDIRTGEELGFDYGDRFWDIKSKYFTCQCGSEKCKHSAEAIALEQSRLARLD
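Chemiluminescent proximity detection of H3K9 monomethylation, read after 10 min bead incubation in the dark. Reaction: 20 nM G9a, 500 nM biotin-H3K9 peptide, 20 uM SAM cofactor, 2 h, room temperature, following 15 min enzyme-compound preincubation.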
Numbers without * were called inactive; i = inactive; ? = inconclusive; / = no result given; & = joins results of further samples; ! = a repeat was not active; [ ] = dose if it differs, or a comment. Unless noted, calls follow the shape of the dose curve; as a rule, active = well fitted curve in the direction sought with a large enough effect; inconclusive = small, poorly fitted or top-dose-only effect, or another doubt; inactive = no such curve, though single readings can be large; an effect the other way counts as inactive or inconclusive. Potency is read from the fitted curve at half-maximal effect.

smiles | Pol iota inh | BAZ2B block | GLS inhibitor | Pin1 inhibitor | PGK inhibitor | BLM inh | G9a block | JMJD2A Tudor | HP1b binding inh
CC(C)n1nc(C(=O)NCCc2ccc(S(N)(=O)=O)cc2)c2ccccc2c1=O | 23% | 9% | 3% | -13% | 4% | 1% | -9% | 2% | 20%
COc1ccc(NC(=O)Cn2nnc(C(=O)NCc3ccco3)c2N)cc1 | -1% | 0% | -10% | 4% | -3% | 1% | / | 14% | 41%[activator]
COc1ccc(CSCCc2n[nH]c(=S)n2-c2ccccc2)cc1 | 172%[activator] | ? | 4% | -2% | -9% | -2% | ? | 50µM* | -3%
CC(=O)NNc1ncnc2ccccc12 | -18% | -34% | 0% | 4% | / | -14% | ? | -15% | -4%
COc1cccc(-c2csc(NC(=O)Nc3ccccc3)n2)c1 | 8% | -31% | 8% | 1% | -3% | -13% | -42% | -28% | 16%
CC(CNC(=O)Cn1c(-c2cccs2)cc2cc(Cl)ccc21)c1ccccc1 (configuration not stated) | 11% | 3% | 7% | 6% | 5% | 1% | -2%[59 µM] | -9% | 22%
CCOc1ccc(/C=C/C(=O)c2c(O)c3ccccc3oc2=O)cc1 | -21% | 5% | 18% | ? | -1% | -2% | -7% | -22% | -19%
Cn1c(CNc2ccccn2)c(C#N)c2ccccc21 | -16% | 3% | -8% | 5% | -3% | 2% | 4%[59 µM] | -7% | 26%
CC(C)(CO)NCc1cc(Br)ccc1OCc1ccccc1 | 5% | 6% | -12% | 1% | -7%[11.5 µM] | 3% | 22%[12.7 µM] | -6% | 36%
O=C(COC(=O)Cc1c(F)cccc1Cl)NNC(=O)c1ccccc1 | 4% | / | 14% | 4% | -8% | / | / | -3% | 48%[activator]
O=C(Nc1cccc(S(=O)(=O)N2CCCCCC2)c1)C1CCN(C(=O)c2ccc(F)cc2)CC1 | 9% | 5% | -2% | 1% | i | / | -45% | -6% | 19%
NC(=O)C1CCN(CCC(=O)Nc2ccc(Br)cc2)CC1 | -6% | -7% | / | -12% | -4% | -8% | 29%[59 µM] | 6% | 26%
CN1CCN(C(=O)c2ccc(CNS(=O)(=O)c3ccc(F)c(Cl)c3)cc2)CC1 | -1% | 14% | 0% | 1% | 1% | -1% | 56%[activator][0.501 µM] | -1% | 32%
Cc1cc(NC(=O)COn2nnc3ccc(Cl)cc32)no1 | 3% | -4% | 0% | 7% | -11% | -3% | -4%[12.7 µM] | 8% | 32%
CCN(c1ccccc1)S(=O)(=O)c1ccc(C(=O)Nc2ncccc2C)cc1 | 18% | 10% | 7% | -1% | 1% | / | 14%[0.501 µM] | -4% | 24%
CCC(C(=O)NC(C)(C)C)N(Cc1ccco1)C(=O)Cn1nnc(-c2ccc(F)cc2)n1 (configuration not stated) | 85%[activator] | -27% | 3% | -2% | -4% | -7% | -27% | -22% | -8%
CCc1ccc(CN2CCC(n3nccc3NC(=O)c3cccc(F)c3)CC2)cc1 | 9% | -18% | -1% | -2% | -4% | -4% | 1% | -20% | 2%
COc1ccc(NC(=O)COc2cccnc2[N+](=O)[O-])cc1OC | 162%[activator] | 0% | 15% | -4% | 5% | -1% | 4% | -5% | 13%
Cc1ccc(S(=O)(=O)N2CCN(S(=O)(=O)N3CCCCC3)CC2)c(C)c1 | -19% | -3% | 8% | -9% | 3% | 0% | 6%[59 µM] | -8% | 26%
O=C(/C=C/c1c(F)cccc1Cl)N1CCc2ccccc2C1 | 25% | 20% | 7% | 0% | -5% | -2% | -8%[0.501 µM] | 31% | 50%[activator]
CC(=O)c1ccc(N(CC(=O)NC2CCCC2)C(=O)c2ccc(C)s2)cc1 | 28% | -20% | 4% | -6% | -2% | -2% | -1% | 2% | 13%
Cc1ccccc1-n1c(=O)cc(N2CCC3(CC2)OCCO3)[nH]c1=O | -10% | -4% | 8% | -1% | 4% | -8% | -9%[59 µM] | 5% | 5%
O=S(=O)(c1ccccc1)n1nc(-c2ccc(Cl)cc2)nc1NCc1ccccc1 | 15% | 15% | -10% | 3% | / | -9% | 30%[59 µM] | 13% | 68%[activator]
Cc1ccc(CN(Cc2ccco2)C(=O)c2oc3ccc(C)cc3c2C)cc1 | -5% | 16% | 7% | 25% | -10% | -8% | 71%[activator][59 µM] | 26% | 75%[activator]
CN1CCCN(S(=O)(=O)c2ccc3ccccc3c2)CC1 | 57%[activator] | 1% | 1% | -12% | -6% | -8% | ? | -23% | 30%
CC(Oc1ccccc1)C(=O)Nc1ccccc1O (configuration not stated) | 10% | -4% | 14% | -5% | 5% | -5% | 19% | -6% | 17%
O=C(O)c1ccccc1SC1CC(=O)N(C2CCCCC2)C1=O (configuration not stated) | 32%[activator] | -5% | -5% | ? | 3% | -9% | ? | -1% | 65%[activator]
Cc1cc(S(=O)(=O)NCCC2=CCCCC2)ccc1Br | 11% | 130%[activator] | 3% | 3% | 2% | / | 197%[activator] | 120%[activator] | 137%[activator]
Cc1ccc(NS(=O)(=O)c2cc(OCC(N)=O)c(C)cc2Cl)cc1C | 1% | 7% | 15% | 4% | -2% | -1% | -13%[59 µM] | -18% | 27%
CCOC(=O)CCCNC(=O)CCNC(=O)c1ccc(OC(C)C)cc1 | 19% | 0% | -9% | 2% | -4% | -1% | -28%[12.7 µM] | -2% | 32%[activator]
COc1ccc(/C(N)=N/OC(=O)c2cccc([N+](=O)[O-])c2C)cc1 | 47%[activator] | -11% | -9% | -7% | -2% | -5% | ? | -8% | 54%[activator]
Cc1noc(C)c1COC(=O)c1cc2ccccc2cc1O | 14% | -3% | 19% | ? | / | -6% | 21%[59 µM] | -1% | 53%[activator]
Cc1[nH]c(=O)[nH]c(=O)c1S(=O)(=O)Nc1ccc(S(N)(=O)=O)cc1 | 98%[activator] | 10% | 10% | -1% | -9% | -2% | / | 0% | 20%
COCCCNCCCOc1ccc(C)cc1Br | 33%[activator] | 50µM* | 1% | -5% | -5% | -8% | ? | 3.5µM* | 8%
Cc1c(NC(=O)c2cc(-c3ccc(Cl)c(Cl)c3)on2)c(=O)n(-c2ccccc2)n1C | 8%&-24% | -6%&0% | 16µM*! | 18%&10% | -3%&-5% | 0%&-4% | ? | -16%&-5% | 13%&24%
Cc1ccc(NS(=O)(=O)c2ccc(-c3cnc(C4CC4)o3)cc2)c(C)c1 | -1% | -33% | 1% | -6% | -11% | -9% | 2% | ? | -10%[57 µM]
CCOCC(O)CSCc1ccc(Cl)cc1 (configuration not stated) | 5% | 8% | / | -9% | -6% | 5% | 10%[59 µM] | 11% | 14%
Clc1ccc2c(c1)NC(c1ccncc1)=NC(c1cccs1)=N2 | -9% | ? | 3% | -9% | i | -1% | 28µM* | ? | -5%
Cc1ccc(NCc2nnc(SCC(=O)N3CCc4ccccc43)n2C)cc1 | 29% | / | -1% | -6% | -4% | 0% | 8%[59 µM] | -21% | 8%
Cc1ccc(S(=O)(=O)N2CCCCC2)cc1NC(=O)Cn1cnnn1 | 26% | -3% | 4% | -1% | 4% | 0% | 2% | -16% | 41%
CCC(=O)N1CCN(c2ccc(Cl)cc2NC(=O)c2ccc([N+](=O)[O-])o2)CC1 | 5% | -13% | 14% | -12% | -8% | -2% | ? | -12% | 7%
c1ccc(CCc2cc3ccccc3[nH]2)cc1 | 13% | 1% | 12% | 2% | i | / | -4%[0.501 µM] | -16% | 55%[activator]
CCOC(=O)Cc1ccc(NC(=O)c2ccccc2Br)cc1 | 19% | 0% | -4% | 1% | 2% | -4% | / | -6% | 21%
C=CCOc1ccc(CN(C)C(=O)c2ccc(CNS(=O)(=O)c3ccc(C)c(C)c3)cc2)cc1 | 17% | 6% | 0% | -1% | 0% | / | -8%[59 µM] | -2% | 23%
Cn1cccc1Cc1nnc(SCC(=O)NCc2ccc3c(c2)OCO3)n1CCc1ccccc1 | 6% | ? | 0% | 13% | 0% | -1% | ? | ? | 1%
O=C(Nc1ccc(F)cc1)c1cccn1-c1nnc(N2CCCCC2)s1 | ? | -37% | -22% | -9% | -8% | -3% | -13%[59 µM] | -19% | -15%
Cc1cnc(NC(=O)CSc2nnc(Cc3ccccc3)n2C)s1 | 16% | 13% | 1% | 0% | -4% | -9% | 24%[59 µM] | 1% | 27%
Cc1ccc(S(=O)(=O)N2CC3(C)CN(S(=O)(=O)c4ccc(C)cc4)CC(C)(C2)C3)cc1 | ? | 0% | -4% | 2% | -6% | -3% | -1%[59 µM] | 2% | 22%
N/C(=N\OC(=O)c1cccc(Cl)c1)c1cccnc1 | 3% | 67%[activator] | 12% | -6% | 2% | 7% | 8%[59 µM] | 9% | 36%
O=C(Nc1nccs1)c1cc2c(s1)CCCCC2 | ? | 0% | 1% | 0% | -18% | 1% | -44% | -22% | 26%

More compounds follow.
smiles | Pol iota inh | BAZ2B block | GLS inhibitor | Pin1 inhibitor | PGK inhibitor | BLM inh | G9a block | JMJD2A Tudor | HP1b binding inh
S=C(Nc1ccc(Br)cc1Cl)NN1CCOCC1 | 2% | -4% | 20% | -2% | -4% | -3% | 39%[12.7 µM] | -1% | 18%
O=C(c1ccc(S(=O)(=O)Cc2ccccc2F)c([N+](=O)[O-])c1)N1CCCC1 | 26% | -22% | 4% | 6% | i | -2% | -40% | ? | -8%
CC1(C)CC2CC(C)(CN2S(=O)(=O)c2ccc(F)cc2F)C1 (configuration not stated) | -11% | 42%[activator] | 5% | 0% | -7% | / | -31%[12.7 µM] | 35% | 68%[activator]
O=C(NOCc1ccccc1)c1ccc(Cl)cc1Cl | 4% | 4% | -4% | 5% | -10% | / | 5%[12.7 µM] | -7% | 28%
COc1ccc(-c2nc(N3CCC(C)CC3)[nH]c(=O)c2C#N)cc1 | 22% | -4% | -2% | 2% | -6% | -1% | -35%[2.33 µM] | -9% | 27%
Cc1nn(-c2ccccc2)c(Cl)c1C(=O)NCCN(C)C | -7% | 11% | 14% | 3% | 2% | -1% | ? | -9% | 56%[activator]
O=[N+]([O-])c1ccc(NCc2ccc3c(c2)OCO3)cc1 | 63%[activator] | -27% | 4% | 0% | -9% | -10% | 0% | -23% | 9%
CN(C)c1ccc(C(=O)/C=C/c2cccnc2)cc1 | -26% | ? | 13% | 1% | -5% | -1% | -43% | -24% | 9%
COCCn1c(CCC(=O)Nc2ccc(OC)c(OC)c2)nc2cccnc21 | -2% | 9% | 0% | -20% | i | 0% | 3%[59 µM] | -6% | 28%

Bioassay records deposited in PubChem by National Center for Advancing Translational Sciences (NCATS).

This is a subset; the hit share may differ from the screen's.
